# Assay outcomes (PubChem)
# MC4R antag cAMP – blocks human MC4R cAMP signaling | 360,000 tested, 0.48% active | inhibition, % at 6.5 µM | P32245 | MC4R-expressing cells, MTII-stimulated cAMP, LANCE TR-FRET;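 active means inhibition above its plate's cutoff, the mean of tested wells on that plate plus 3 SD, cut at about 29% in these data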;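 further: 0% = Melanotan II alone and 100% = Melanotan II plus saturating MCL0020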
#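 system = U2OS cells with stable human MC4R expression | also added = Melanotan II challenge after compound preincubation | dosing = one concentration, 6.5 µM nominal | incubation = compound 30 min, challenge 1 h, detection 1 h | measured by = TR-FRET with Eu-cAMP and labeled anti-cAMP, 671 nm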
# CaV13 ICDI inh – Primary screen for inhibitors of IQ motif and Ca2+-dependent inactivation inhibitor domain binding in CACNA1D, Förster resonance energy transfer in living cells, …. inhibition, % at 12.3 µM. HEK cells, CFP/YFP FRET ICDI-IQ, plate reader, 10 min; percent FRET-ratio fall versus neutral wells. 340,000 tested, 0.098% active;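 active means mean replicate inhibition of at least 30% and at least 1% of replicates passing that level; inconclusive means only one of the two criteria is met; inactive means neither criterion is met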;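 further: 0% = median of the neutral control wells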
# PDI inh – PDI (human) enzyme inhibition. P07237. PDI insulin aggregation turbidity, A650, 90 min. inhibition, % at 10 µM. 350,000 tested, 0.052% active. AID 588391;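 active means mean inhibition across replicates of 30% or more, whatever share of single replicates reach that level; inconclusive means mean inhibition below 30% while every single replicate reaches 30%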;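 further: absorbance from insulin aggregation driven by PDI reduction with DTT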
# Target sequence (P07237 whole entry, looked up): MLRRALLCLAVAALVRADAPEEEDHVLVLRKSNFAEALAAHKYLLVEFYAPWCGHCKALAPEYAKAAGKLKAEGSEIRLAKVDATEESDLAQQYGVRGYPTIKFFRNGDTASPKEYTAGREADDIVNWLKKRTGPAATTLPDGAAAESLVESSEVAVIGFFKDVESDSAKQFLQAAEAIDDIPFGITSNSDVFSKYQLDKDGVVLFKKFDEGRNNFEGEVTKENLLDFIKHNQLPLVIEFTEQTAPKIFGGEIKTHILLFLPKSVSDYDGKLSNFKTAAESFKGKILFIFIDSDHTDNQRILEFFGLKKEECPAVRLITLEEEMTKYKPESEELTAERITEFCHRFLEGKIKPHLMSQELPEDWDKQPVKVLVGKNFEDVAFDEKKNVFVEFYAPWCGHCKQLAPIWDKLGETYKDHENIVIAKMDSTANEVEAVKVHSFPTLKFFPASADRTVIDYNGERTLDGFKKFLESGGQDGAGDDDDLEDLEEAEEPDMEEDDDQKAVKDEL
# N-glyco inh – N-linked glycosylation inhibition; reporter increase, % at 12.5 µM; 360,000 tested, 0.23% active; D54 ERlucT glycosylation luciferase reporter, 24 h; percent of 100 nM tunicamycin response;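 active means mean luciferase reporter signal, scaled so untreated is 0 and the glycosylation-blocking control 100, at or above a set limit in every replicate; inconclusive means mean reaches the limit but not every replicate does; inactive means mean below the limit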;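 further: luciferase carries N-glycosylation sites so blocking glycosylation raises the light; 0% = median of neutral control wells and 100% = median of 100 nM tunicamycin wells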
# H9c2 protect – modulators protecting cardiomyocytes from myocardial damage; H9c2 cardiomyocytes, H2O2 injury protection, ATPLite, 2 h; protection from H2O2 cell death, % at 20 µM; 360,000 tested, 0.63% active;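 active means compounds giving at least 50% protection of heart cells from peroxide-induced death in the single-dose screen, raw or plate-pattern-corrected value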;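 further: 0% = DMSO wells with peroxide and 100% = DMSO wells without peroxide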
# MC4R ag barr – human MC4R agonism via beta-arrestin; activation, % at 8.9 µM; 360,000 tested, 0.98% active; U2OS MC4R beta-arrestin complementation, luminescence; percent of melanotan II response, DMSO zero;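 active means activation above a per-plate cutoff, the mean activation of sample wells on that plate plus 3 SD, cut at about 8% in these data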
# Vif inh – HIV Vif inhibition; 340,000 tested, 0.35% active; inhibition, % at 7.49 µM; AID 602346; HEK293T cells, Vif self-association by quenched fluorescence, imaging, 24 h; in the data active means inhibition above about 50%, passing the limit was not always enough; inconclusive means no clear call, values can overlap the other calls; inactive means below about 31%; further: some results filed as inactive read as strong as hits
# aDG glyco act – increases alpha dystroglycan glycosylation | 360,000 tested, 0.22% active | AID 624168 | Pro5-aDG cells, alpha-DG glycosylation AlphaScreen (IIH6); 0% Pro5, 100% B10-LARGE cell signal | activation, % at 10 µM;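 active means activation of at least 8% versus controls, or a plate z-score of at least 8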;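 further: Pro5 are CHO cells carrying HIG-tagged alpha-DG that lacks glycosylation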
# m5-HT2A agonist – activates the mouse 5-HT2A serotonin receptor; P35363; CHO-K1 mHTR2A beta-arrestin complementation, luminescence; percent of 30 µM serotonin response; activation, % at 7.6 µM; 360,000 tested, 0.66% active;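 active means activation above a run cutoff, the mean activation of all tested compounds plus 3 SD, cut at about 14% in these data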;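 further: 0% = plate median of compound wells and 100% = 30 µM serotonin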
# Target sequence (P35363 whole entry, looked up): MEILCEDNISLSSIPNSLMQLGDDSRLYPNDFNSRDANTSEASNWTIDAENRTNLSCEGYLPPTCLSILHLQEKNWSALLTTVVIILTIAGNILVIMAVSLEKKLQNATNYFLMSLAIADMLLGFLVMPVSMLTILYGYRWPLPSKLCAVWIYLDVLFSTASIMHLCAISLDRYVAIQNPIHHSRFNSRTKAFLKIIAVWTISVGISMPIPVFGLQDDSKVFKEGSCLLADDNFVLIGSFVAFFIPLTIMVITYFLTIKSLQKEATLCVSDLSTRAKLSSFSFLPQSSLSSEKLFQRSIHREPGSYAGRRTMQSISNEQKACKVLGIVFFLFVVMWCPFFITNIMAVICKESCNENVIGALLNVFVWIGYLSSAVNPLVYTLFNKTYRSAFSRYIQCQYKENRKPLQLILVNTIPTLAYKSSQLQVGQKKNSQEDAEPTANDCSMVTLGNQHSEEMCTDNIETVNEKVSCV
# ABCB6 inh MLPCN – human ABCB6 transporter inhibition; 360,000 tested, 0.19% active; fluorescence ratio to DMSO, % at 10 µM; K562-ABCB6 porphyrin accumulation, flow cytometry, 1 h; hits give low values;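 active means fluorescence ratio to DMSO below 75%, the collection mean minus 3 SD; inconclusive means too few cells collected in the well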;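 further: signal is porphyrin accumulated inside mitochondria; 100% equals median channel fluorescence of DMSO control wells; lower ratio means ABCB6 inhibition with less porphyrin fluorescence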
# Starred values were filed as active, the others as inactive; ? = inconclusive; nt = no result given.
Molecule	m5-HT2A agonist	aDG glyco act	CaV13 ICDI inh	H9c2 protect	MC4R ag barr	PDI inh	N-glyco inh	ABCB6 inh MLPCN	MC4R antag cAMP	Vif inh
COc1ccc(CC(C)NS(=O)(=O)c2ccc3c(c2)CCN3S(C)(=O)=O)cc1OC (stereo not drawn)	4.5	-0.1	-14.1	-1.0	-1.1	-3.6	-0.6	103.0	-4.6	-7.0
CCN(CC)S(=O)(=O)c1ccc(C(=O)N2CCN(C3=NS(=O)(=O)c4ccccc43)CC2)cc1	-0.3	0.0	-4.1	22.3	-1.0	-7.2	-2.0	89.0	10.2	nt
Cc1cc(C[n+]2ccsc2N)c2ncccc2c1	1.9	0.2	-6.5	-2.9	-1.2	-3.7	3.8	100.0	8.8	5.1
COc1cccc(NC(=O)NCCc2ccc(Cl)cc2)c1	-2.7	-0.3	-4.5	3.7	-0.9	1.1	0.0	95.0	10.9	3.6
CCOc1ccc(CCNC(=O)COC(=O)c2cccc(S(=O)(=O)N(C)C)c2)cc1OCC	9.0	-0.1	-4.9	2.7	-2.5	-7.1	1.6	100.0	6.2	-1.9
CCc1c(C)nc(SCC(=O)N2CCN(c3ccccc3OC)CC2)[nH]c1=O	-3.8	0.0	-4.6	9.9	0.7	2.2	-0.7	89.0	24.7	7.0
CCc1ccc(OC(=O)Nc2ccccc2)cc1	13.4	0.0	0.0	-2.7	-0.9	-3.3	2.4	95.0	10.7	-0.7
Cc1oc(-c2ccccc2)nc1C(=O)OCC(=O)NCc1ccccc1	2.6	0.0	-4.8	-0.2	2.5	-5.8	2.2	99.0	-5.8	1.5
O=C1NCCc2c1[nH]c1ccc([N+](=O)[O-])cc21	-2.2	0.2	-1.5	-0.5	-1.8	-0.9	-7.6	102.0	2.0	6.2
Cc1cc(C)cc(NC(=O)CCCCCN2C(=O)[C@@H]3Cc4ccccc4CN3C2=O)c1	-1.6	0.4	-3.0	2.3	2.0	-3.7	0.2	96.0	1.0	-4.6
Cc1cccc(Oc2cc(NC(=O)c3ccccc3)cc([N+](=O)[O-])c2)c1	-1.3	0.7	-2.1	-28.3	2.1	1.4	-5.1	99.0	4.8	-38.0
CN(C)C(=O)CCc1nc(-c2ccc(C(C)(C)C)cc2)no1	5.2	-0.2	nt	-21.5	-1.8	-5.9	1.3	85.0	-4.3	7.7
CCC(C)NC(=O)c1csc2c1CCCCC2 (stereo not drawn)	6.3	0.0	-4.6	-2.4	-1.0	-7.5	4.8	93.0	1.6	-4.0
COc1ccccc1N1CCN(CC(O)COc2c(OC)cccc2OC)CC1 (stereo not drawn)	-6.8	0.1	-3.0	1.7	-0.8	0.3	3.6	96.0	1.0	10.1
Cc1ccc(C(C)C)cc1OCC(=O)NNC(=O)Nc1ccccc1	-12.2	0.4	-2.1	-4.8	8.1	5.5	-2.1	100.0	15.9	-15.4

# (cont.)
Molecule	m5-HT2A agonist	aDG glyco act	CaV13 ICDI inh	H9c2 protect	MC4R ag barr	PDI inh	N-glyco inh	ABCB6 inh MLPCN	MC4R antag cAMP	Vif inh
O=C1CC(N2CCN(Cc3ccccc3)CC2)C(=O)N1c1ccccc1 (stereo not drawn)	2.9	-0.3	-4.3	0.0	-1.8	4.1	2.8	97.0	-2.0	-5.6
O=C(NC1CCCc2ccccc21)C1CCN(S(=O)(=O)c2cccc3nonc23)CC1 (stereo not drawn)	1.3	-0.2	-0.4	-0.6	0.9	-8.9	-1.6	90.0	-3.4	11.5
Cn1c(=O)c2c(nc(NCc3ccc4c(c3)OCO4)n2Cc2ccc(F)cc2)n(C)c1=O	-4.0	0.8	-3.3	-5.3	-1.0	4.4	0.7	94.0	-2.6	-6.6
CCn1c(=O)cc(OCC(=O)Nc2ccc(OC)c(OC)c2)c2ccccc21	-2.1	-0.2	-9.7	2.7	0.0	-2.1	3.3	97.0	9.3	2.0
CC(C)n1c(SCC(=O)NC2CCCCC2)nnc1-c1ccco1	-4.1	0.3	-3.5	1.1	1.2	-5.0	-0.3	98.0	22.7	-2.0
S=C(Nc1ccccc1Cl)Nc1ccc(Cl)cc1Cl	-0.2	-0.1	-4.8	20.4	-2.9	2.7	-1.9	100.0	-4.9	8.2
COc1ccccc1CN1CC(C(=O)N(C)Cc2ccc(C)o2)CCC1=O (stereo not drawn)	-2.8	5.1	-5.5	10.2	-1.4	0.5	-0.4	100.0	-0.8	10.5
Cc1cc(=O)oc2c3c(cc(OCC(=O)N[C@H](C(=O)O)c4ccccc4)c12)OC(C)(C)CC3	2.0	-0.2	nt	-4.4	-0.3	nt	-1.9	99.0	2.2	-7.0
O=C(CSc1nc2ccccc2n1CC(=O)N1CCOCC1)N1CCCC1	-1.3	2.0	-4.3	0.0	0.2	-3.0	1.1	75.0	-0.3	5.4
COc1cc(NC(=O)CN2CCN(c3ccccn3)CC2)cc(OC)c1OC	-1.4	0.0	-2.9	8.4	-0.2	-5.6	-0.6	92.0	-1.0	-0.8
COc1ccc(NC(=O)CCCNC(=O)Cn2cnc3sc4c(c3c2=O)CCCC4)c(OC)c1	6.8	0.2	-6.9	4.2	-1.4	6.1	-0.4	105.0	9.2	-1.6
CC(C)(C)c1[nH]nc2c1C(c1cccnc1)C(C#N)=C(N)O2 (stereo not drawn)	3.8	-0.2	-8.6	5.4	1.4	-3.5	3.0	100.0	9.3	-4.5
CCCn1nc(C(=O)N2CCc3ccccc3C2)c2ccccc2c1=O	5.8	-0.1	-0.3	9.0	0.9	-5.3	-1.3	90.0	-3.6	-6.3
CCc1nnc(NC(=O)CCC(=O)N2CCN(C3CCCCC3)CC2)s1	-4.1	0.0	-7.9	32.6	-0.2	5.1	-1.5	99.0	9.8	11.0
O=C(N/N=C/C1=C(N2CCOCC2)C(=C\c2ccccc2)/CC1)Nc1ccccc1	2.3	-0.1	-5.5	0.1	2.4	-0.6	-4.1	101.0	12.1	0.2

# Next section:
Molecule	m5-HT2A agonist	aDG glyco act	CaV13 ICDI inh	H9c2 protect	MC4R ag barr	PDI inh	N-glyco inh	ABCB6 inh MLPCN	MC4R antag cAMP	Vif inh
N#Cc1nc(Cc2ccccc2)oc1NCc1ccccc1Cl	-6.3	0.4	nt	-5.1	-0.9	-1.9	-5.4	108.0	-1.2	-2.5
COc1ccccc1N1CCN(C(=O)C2CCCO2)CC1 (stereo not drawn)	-3.9	0.1	nt	5.3	-0.4	2.5	1.5	95.0	13.5	3.2
COc1ccc(C)cc1NC(=O)c1ccoc1C	-1.3	0.3	-7.1	-5.4	-0.6	-7.6	0.8	102.0	9.2	-8.2
COc1ccc(NC(=O)c2ccco2)cc1NC(=O)c1ccccc1	6.3	0.1	-5.0	1.9	-0.4	7.6	-1.9	96.0	10.1	1.5
COC(=O)c1ccccc1N1C(=O)C2C(C1=O)[C@H]1C=C[C@@H]2C1 (stereo partly drawn)	3.0	0.1	-5.4	17.8	-0.4	10.0	1.2	100.0	9.1	-9.4
COC(=O)c1ccccc1NC(=O)c1cccc(NC(=O)C(C)C)c1	-1.2	0.2	-6.6	-0.9	-2.8	-5.5	-1.0	80.0	11.2	-0.9
Cc1cccc(NC(=O)CN2CCN(C(=O)c3cnn(Cc4ccccc4)c3)CC2)c1C	1.2	-0.1	-5.8	3.5	0.3	-2.3	1.3	97.0	5.7	6.7
COc1ccc(-c2ccc(CN3C(C(C)C)C(=O)N(Cc4cn(CCC5OCCO5)nn4)CCS3(=O)=O)cc2)cc1OC (stereo not drawn)	0.3	0.1	-3.7	-0.1	-0.5	6.2	1.6	97.0	4.4	-2.6
CCCCN1C(=O)C(CC(=O)NC(c2ccccc2)c2ccccc2)CC(C(=O)N2CCCCCC2)=C1C (stereo not drawn)	0.5	-0.4	-10.2	nt	nt	nt	nt	99.0	nt	nt
OCC1(Cc2cccc(Cl)c2)CCCN(Cc2ccc(F)c(F)c2)C1 (stereo not drawn)	-8.1	0.1	2.0	-3.1	3.4	6.8	-3.5	98.0	7.5	-1.1
O=C1C2C3C=CC(C3)C2C(=O)N1c1ncn[nH]1 (stereo not drawn)	-0.3	-0.1	-3.6	5.2	-2.4	-2.4	1.1	106.0	-0.2	1.3
O=C1CCC(C(=O)Nc2cc(C(F)(F)F)ccc2-n2cncn2)=NN1	4.4	1.6	-6.5	1.7	0.3	1.0	-1.0	87.0	-7.7	-5.0
COC(=O)C1=C(CCc2ccccc2)NC(=O)NC1c1ccc(C#N)cc1 (stereo not drawn)	7.2	0.2	-8.1	2.8	0.1	-7.8	-0.1	101.0	4.2	nt
O=C(NC1CCCCC1)C1CC(=O)N(CCc2ccc(F)cc2)C1 (stereo not drawn)	-3.0	-0.1	-6.7	-0.3	-0.5	5.9	-2.3	100.0	-1.0	9.7
COc1cccc(OC)c1C(=O)N1CCN(Cc2ccccc2F)CC1	2.0	0.0	-10.6	2.7	1.4	-1.9	-4.6	96.0	-1.7	?

# Going on with the list:
Molecule	m5-HT2A agonist	aDG glyco act	CaV13 ICDI inh	H9c2 protect	MC4R ag barr	PDI inh	N-glyco inh	ABCB6 inh MLPCN	MC4R antag cAMP	Vif inh
Cc1nc(SCC(=O)N2CC(=O)Nc3ccccc32)nc(C)c1C	-2.3	-0.6	-2.6	1.6	-0.1	0.8	-1.5	97.0	4.5	6.3
Cc1ccc(C(=O)N2CCOCC2)cc1S(=O)(=O)N1CCOCC1	6.7	-0.4	-6.8	-0.4	-0.3	-0.9	-0.5	103.0	10.1	-2.3
COc1ccc(Cl)cc1NS(=O)(=O)c1cccc(C(=O)NC2CCC(O)CC2)c1 (stereo not drawn)	2.9	0.2	-4.9	9.9	-5.0	5.0	-1.0	102.0	-2.7	2.2
Nc1ccn([C@@H]2O[C@H](CNC(=O)[C@H]3CCC(=O)N3)[C@@H](O)[C@H]2O)c(=O)n1	-3.9	0.2	-2.5	-3.0	-3.0	-1.3	1.4	105.0	-2.2	9.6
Cc1cc(=O)oc2c(CN3CCCC3)c(O)ccc12	1.3	0.1	-12.3	-1.3	-0.5	-12.6	4.3	101.0	19.1	-6.8
CCN(CC)S(=O)(=O)c1ccc(C)c(NC(=O)COC(=O)c2ccc(C)c(S(=O)(=O)N3CCOCC3)c2)c1	-2.8	-0.1	-2.9	-5.9	0.0	3.5	-0.8	96.0	19.3	-4.0
O=[N+]([O-])/C=C/c1ccc2c(ccn2Cc2ccccc2)c1	-2.8	-0.1	-0.8	-23.1	-4.0	14.8	-6.7	101.0	46.2*	-8.0
O=C(CCN1C(=O)c2ccccc2S1(=O)=O)Nc1ccccc1O	1.6	0.0	-2.1	-1.8	-3.2	19.2	2.0	101.0	6.7	-1.7
CC1=CC=CC2=NC(=O)CC(C)(C(=O)O)N12 (stereo not drawn)	-1.4	-0.3	-3.0	8.6	-0.1	4.8	1.4	96.0	1.9	-7.3
CN(CC(=O)Nc1cccc(F)c1)C(=O)c1cccc(-n2cccc2)c1	-3.7	0.1	-6.4	-5.1	-2.2	-0.4	2.3	98.0	7.3	nt
